# hIAP inh – human IAP inhibitors, primary screen, biochemical, luminescence, uHTS; Intestinal-type alkaline phosphatase (Homo sapiens), P09923; purified IAP, CDP-Star luminescence, 30 min; inhibition, % at 10 µM; 330,000 compounds, 0.12% hits;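 active = inhibition reaching a set limit with compound at 10 µM in the primary screen, cut at about 35% in these data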;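 also: plate controls were DMSO wells with enzyme for no effect and no-enzyme buffer wells for full effect; values of inactives mirror those of a sister screen read the other way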
# beta cell repl – inducers of MIN6 beta-cell proliferation, primary screen, ATP luminescence, uHTS. 330,000 compounds, 0.29% hits. proliferation, % at 10 µM. AID 2380, 2010. MIN6 cells proliferation, ATPlite luminescence, 48 h; cells starved in 0.2% serum; 100% = growth in 10% serum;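 active = compounds whose signal lies at least 3.5 SD above the mean of all wells on their plate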;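 also: 0% = DMSO-treated cells in low-serum medium and 100% = 10% serum control; some compounds called inactive have numbers as strong as hits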
# A3A deaminase – APOBEC3A ssDNA deaminase inhibitors, primary screen, selectivity assay for APOBEC3G inhibitor project, biochemical, FAM/TAMRA oligo cleavage fluorescence | DNA dC->dU-editing enzyme APOBEC-3A (Homo sapiens), P31941 | recombinant A3A, FAM/TAMRA ssDNA deamination fluorescence | inhibition, % at 20 µM | 330,000 compounds, 0.41% hits | AID 493011, 2011;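 active = at least 40% inhibition at 20 µM here, with at most 30% in a related deaminase screen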;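 also: plate controls were A3A with DMSO for no effect and wells lacking A3A enzyme for full effect; some results filed as inactive read as strong as hits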
# Target sequence (P31941 whole entry, looked up): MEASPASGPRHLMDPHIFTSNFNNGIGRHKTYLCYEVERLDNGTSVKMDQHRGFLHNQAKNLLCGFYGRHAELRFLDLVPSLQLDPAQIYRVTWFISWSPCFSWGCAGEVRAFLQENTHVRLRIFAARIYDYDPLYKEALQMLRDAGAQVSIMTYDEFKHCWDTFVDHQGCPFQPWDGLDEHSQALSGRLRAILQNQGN
# mIAP activ – activators of mouse IAP, primary screen, biochemical, luminescence, uHTS | intestinal alkaline phosphatase [Mus musculus] | muIAP, CDP-Star luminescence, 30 min; stronger effect = higher value; 1 = vehicle-only enzyme signal, 0 = enzyme-free wells | activation factor at 10 µM | 330,000 compounds, 0.24% hits;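 active = activation factor of at least 2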; also: the source names both 10 and 20 µM as test concentration; values of inactives mirror those of a sister screen read the other way
#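 Assay system: mouse IAP enzyme; Reagent: CDP-Star chemiluminescent phosphatase substrate; Compound: DMSO-dissolved test compounds; Incubation: 30 min, room temperature; Technique: luminescence from enzymatic CDP-Star hydrolysis; Controls: DMSO-only wells and no-enzyme negative control.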
# mIAP block – inhibitors of mouse IAP, primary screen, biochemical, luminescence, uHTS | intestinal alkaline phosphatase [Mus musculus] | purified mouse IAP, CDP-Star luminescence, 30 min | inhibition, % at 10 µM | 330,000 compounds, 0.2% hits;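 active = inhibition of at least 40% at 10 µM in the primary screen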;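 also: plate controls were DMSO with enzyme for no effect and no enzyme wells for full effect; values of inactives mirror those of a sister screen read the other way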
# hIAP activ – human IAP activators, primary screen, biochemical, luminescence, uHTS; Intestinal-type alkaline phosphatase (Homo sapiens), P09923; purified human IAP, CDP-Star luminescence, 30 min; stronger effect = higher value; 1 = vehicle-only enzyme, 0 = enzyme-free background; activation factor at 10 µM; 330,000 compounds, 0.16% hits;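 active = activation factor of the enzyme at least 2-fold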; also: the source names both 10 and 20 µM as test concentration; values of inactives mirror those of a sister screen read the other way
# MPTP block – mitochondrial permeability transition pore inhibitors, primary screen, biochemical, isolated mouse mitochondria, absorbance; Ca2+ swelling absorbance, 30 min; inhibition, % at 10 µM; 360,000 compounds, 1.4% hits;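 active = inhibition of 50% or more, scaled per plate between neutral and stimulator controls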;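 also: 0% = DMSO wells given calcium and 100% = 1 mM EGTA wells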
# GRIN3A LBD mod – binders of NR3A ligand-binding domain, primary screen, biophysical, differential scanning fluorimetry, uHTS | Glutamate receptor ionotropic, NMDA 3A (GRIN3A) ligand-binding domain | NR3A LBD differential scanning fluorimetry, Tm shift; 0% = protein alone, 100% = glycine-bound protein | Tm shift relative to glycine control, % at 25 µM | 340,000 compounds, 2.5% hits | AID 1259313, 2017;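 active = melting temperature shift of at least 10% of the positive control shift, at one fixed dose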
# A3G deaminase – APOBEC3G DNA deaminase inhibitors, primary screen, biochemical, fluorescence, single-stranded DNA substrate, uHTS; inhibition, % at 20 µM; recombinant A3G, ssDNA deamination FAM/TAMRA fluorescence; 330,000 compounds, 0.28% hits;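 active = inhibition of at least 40% at 20 µM, with no more than 30% in the related APOBEC3A deaminase screen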;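 also: plate controls were DMSO wells with A3G for no effect and wells lacking A3G enzyme for full effect; some compounds called inactive have numbers as strong as hits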
# Target sequence (Q9HC16 whole entry, looked up): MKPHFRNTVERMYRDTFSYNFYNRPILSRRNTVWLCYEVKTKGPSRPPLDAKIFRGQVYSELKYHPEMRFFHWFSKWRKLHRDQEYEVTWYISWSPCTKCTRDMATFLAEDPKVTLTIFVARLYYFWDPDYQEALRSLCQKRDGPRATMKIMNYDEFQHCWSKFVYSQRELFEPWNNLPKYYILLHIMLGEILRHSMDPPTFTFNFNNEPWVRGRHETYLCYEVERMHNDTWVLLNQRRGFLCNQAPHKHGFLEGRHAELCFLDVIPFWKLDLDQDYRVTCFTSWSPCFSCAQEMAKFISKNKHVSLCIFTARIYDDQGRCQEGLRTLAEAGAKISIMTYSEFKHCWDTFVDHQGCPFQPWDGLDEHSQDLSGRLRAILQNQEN
# The depositor's hits bear a star.
canonical_smiles	hIAP inh	beta cell repl	A3A deaminase	mIAP activ	mIAP block	hIAP activ	MPTP block	GRIN3A LBD mod	A3G deaminase
FC(F)(F)c1ccccc1CN1CCCC(N2CCN(c3ccccc3)CC2)C1 (stereo not given)	-6	-5	-6	0.94	6	1.1	1.7	-1	15
CCCN1C(=O)C2(C(C(=O)c3ccc(C)o3)=C(O)C(=O)N2CCCOC)c2ccccc21 (stereo not given)	-2	0	-4	1.1	-9	1	1.2	2	-11
CC(C)N1CCN(C2CSCCSC2)CC1CCO (stereo not given)	-12	3	-1	0.97	3	1.1	1.2	1	-3
COc1cccc(NC(=O)Cc2csc(NC(=O)Nc3ccccc3OC)n2)c1	9	0	-4	1.1	-9	0.91	1.9	29*	-13
Cc1cccn2c(=O)nc(SCC(=O)N3CCN(c4ccccc4)CC3)nc12	-12	0	2	0.97	3	1.1	0.4	1	-5
CNC(=O)CN(c1cccc2ccccc12)S(C)(=O)=O	9	-2	1	1.1	-6	0.91	-2.0	1	-1
CCN(CC)S(=O)(=O)c1ccc(N2CCCC2)c(NS(=O)(=O)c2ccc([N+](=O)[O-])cc2)c1	4	0	1	0.95	5	0.96	6.8	-7	-3
COc1cc([C@@H]2[C@H]3CNCC=C3C(C#N)=C(N)C2(C#N)C#N)ccc1OC(C)C	13	-1	-1	0.94	6	0.87	-1.5	-16	1
CCCCc1cc(=O)oc2cc(OC(C)C(=O)NCc3ccccn3)c(Cl)cc12 (stereo not given)	26	-2	-3	1	-4	0.74	0.3	4	-2
O=C(NNC(=S)NC1CCCCC1)c1ccccc1Cl	-81	0	2	0.93	7	1.8	0.2	-1	0
COc1ccc(CCN2C(=O)c3[nH]nc(-c4ccccc4O)c3C2c2ccc(C)cc2)cc1OC (stereo not given)	10	-6	0	1	-1	0.9	19	-1	-9
Cc1cccc(NC(=O)CCS(=O)(=O)c2ccc3c(c2)oc(=O)n3C)c1	-6	1	-4	0.97	3	1.1	-1.3	2	-5
Cn1c(=O)oc2cc(S(=O)(=O)NCCN3CCN(c4ccccc4)CC3)ccc21	-12	-2	7	1	-4	1.1	-1.7	1	6
CCc1c(C(=O)N/N=C/c2cccs2)nnn1-c1nonc1N	7	0	4	1	-1	0.93	-1.9	22*	3
OC[C@H]1O[C@H](OCc2ccccc2)[C@H](O[C@@H]2OC[C@@H](O)[C@H](O)[C@H]2O)[C@@H](O)[C@@H]1O	0	-2	-4	0.94	6	1	-1.4	-3	-7
Cc1ccc(OCCn2cccn2)c(C)c1	-14	-1	1	0.99	1	1.1	-1.9	0	1
CCSc1nc(CC)c2c(c1C#N)CCCC2	-10	-2	6	1	-5	1.1	1.5	1	3
Cn1c(=O)[nH]c(=O)c2c1nc(N1CCCC1)n2CCCSc1nc2ccccc2o1	1	0	1	0.96	4	0.99	0.5	-2	-3
COc1ccccc1-c1c(C)nn2c(C)cc(C)nc12	0	-2	0	1	-1	1	0.3	-3	-8
CCn1c(SCC(=O)Nc2ccc(OC)c(OC)c2)nnc1-c1cccs1	-15	2	-3	0.95	5	1.2	0.5	1	-7
Cc1ccc(N2CCCn3c2cc(C)c(C#N)c3=O)cc1C	14	-2	1	1	-5	0.86	4.2	-2	-10
COc1ccc(NC(=O)CN(C)C(=O)C(NC(=O)c2ccco2)C(C)C)cc1 (stereo not given)	6	0	0	0.96	4	0.94	1.3	1	-7
Cc1cs/c(=N\N=C\c2ccc(O)cc2)n1Cc1ccco1	4	0	5	1	-1	0.95	4.8	-10	-2
CCCCC[C@@H]1C=C(C(=O)O)[C@H](c2ccc(OC)c(OC)c2)N1S(=O)(=O)c1ccc(C)cc1	-7	-1	-2	1.1	-7	1.1	0.3	-1	-5
O=C(Nc1ncc(Cc2cc(Cl)ccc2Cl)s1)c1ccc([N+](=O)[O-])cc1	1	-6	-5	0.97	3	0.99	51*	-5	-3
CC(NCc1ccc(OCc2ccc(Cl)cc2)cc1)C(O)c1ccccc1 (stereo not given)	-6	-6	-4	1	-2	1.1	11	-4	-7
COc1ccc(S(=O)(=O)N2CCN(Cc3c[nH]c4ccccc34)CC2)cc1	-12	-2	-4	1.1	-9	1.1	1.4	-1	-5
Cc1cc(C)c(S(=O)(=O)N2CCC(C(=O)OCc3c(C)noc3C)CC2)c(C)c1	-4	-1	-3	0.89	11	1	-1.8	0	-1
Nc1c2c(nc3ccn(-c4ccccc4)c(=O)c13)CCCCC2	-1	-1	-24	0.97	2	1	-2.1	0	-1
CCN(c1ccccc1)S(=O)(=O)c1cccc(C(=O)NCC2(N(C)C)CCCCC2)c1	16	0	-4	0.9	10	0.84	-1.0	25*	-7
O=C(CC(CC(=O)c1ccccc1)C(=O)O)c1ccccc1	8	-3	3	1.1	-12	0.92	-0.9	0	-4
COC(=O)c1cc(NC(=O)Cc2ccccc2[N+](=O)[O-])cc(C(=O)OC)c1	12	-3	6	0.88	12	0.88	1.4	-1	1
CC(C)N1CCN(Cc2ccc(OCc3ccccc3)cc2)CC1CCO (stereo not given)	-10	-2	-8	1.1	-6	1.1	5.3	0	-3
CCOC(=O)CC1(NC(=O)C2CCC(=O)N(CCc3ccccc3)C2)CCCCC1 (stereo not given)	-7	-1	0	0.97	3	1.1	-1.2	-2	-3
O=C(c1ccc(COc2ccccc2Cl)o1)N1CCOCC1	2	-2	1	1	-1	0.98	-3.7	0	-13
Cc1ccc(C(=O)CSc2ncnc3sc4c(c23)CCCC4)cc1	0	2	0	0.94	6	1	2.8	4	-2
C=CCNC(=O)/C(=C/c1cccc([N+](=O)[O-])c1)NC(=O)c1ccco1	6	-2	-1	0.99	1	0.94	-1.4	1	-14
CCOC(=O)c1c(-c2ccc(C)cc2)csc1NC(=O)c1ccc(N2C(=O)CCC2=O)cc1	8	2	-1	0.9	10	0.93	0.6	-5	-2
N#C/C(=C\c1ccc2c(c1)OCCO2)C(=O)Nc1ccc(C(=O)O)cc1	9	-3	-3	1	0	0.91	0.3	0	-9
Cc1cc(NC(=O)COc2ccc3ccccc3c2Br)no1	-8	-3	2	1	-3	1.1	-1.2	2	-6
CCn1c(/C=C/c2c(C)n(CC)c3ccccc23)nc2ccccc2c1=O	11	0	0	0.73	26	0.89	2.3	10	3
COc1ccccc1-c1n[nH]c(=S)n1-c1ccccc1	-1	1	1	0.98	2	1	-0.8	2	40*
Cc1ccc(C(=O)NC(=S)NCc2cccnc2)cc1	-6	0	-2	0.9	10	1.1	1.2	-4	0
O=c1c2cc3c(nc2[nH]c(=S)n1-c1ccccc1)CCCC3	-6	-2	-5	0.87	13	1.1	2.0	0	-9
CN1C(C(=O)Nc2ccc(OC(F)(F)F)cc2)=CC(c2ccc3c(c2)OCO3)=NS1(=O)=O	-5	-1	-7	0.91	9	1.1	90*	6	-5
CCC(C)(C)n1nnnc1C(c1cc2cc(C)cc(C)c2[nH]c1=O)N1CCN(C(=O)c2ccco2)CC1 (stereo not given)	5	1	-5	0.97	3	0.95	-0.1	-1	0
CC(C)(C)n1nnnc1C(c1cccnc1)N(Cc1ccccc1)Cc1cccs1 (stereo not given)	-29	-4	-1	1	-2	1.3	-2.7	-3	-5
CCOc1ccc(Nc2ccc([N+](=O)[O-])c3nonc23)cc1	24	-3	-2	0.9	10	0.76	25	-6	-2
Cc1ccc(S(=O)(=O)N2CCN(C(=O)Cn3c(=O)oc4ccccc43)CC2)c(C)c1	-6	0	-6	0.98	2	1.1	1.3	4	-5
Cc1cnc(C(=O)N2CCCC(C(=O)c3ccc(Cl)cc3C)C2)cn1 (stereo not given)	-4	-2	-3	1	-4	1	1.4	0	-9

# The list goes on.
canonical_smiles	hIAP inh	beta cell repl	A3A deaminase	mIAP activ	mIAP block	hIAP activ	MPTP block	GRIN3A LBD mod	A3G deaminase
CS(=O)(=O)c1ccc(Cl)c(C(=O)NCC2CCCCC2)c1	-1	-5	13	0.99	1	1	0.1	6	-1
CCCC(C(=O)NC(C)(C)CC)N(Cc1ccco1)C(=O)CNS(=O)(=O)c1ccccc1 (stereo not given)	-6	0	3	1	-1	1.1	0.7	4	3
Cc1[nH]c(C)c(S(=O)(=O)N(Cc2ccccc2)C(C)C)c1C(=O)N1CCCC1	-21	0	-4	0.96	4	1.2	0.2	0	-4
O=C(CCCn1nnnc1CN1CCOCC1)N1CCC(c2ccccc2F)C1 (stereo not given)	-10	3	-5	0.97	3	1.1	-0.8	-2	-5
Cn1c(=O)n(C)c2cc(C(=O)c3ccccc3)ccc21	3	1	-4	0.95	5	0.97	-0.4	1	-5
O=C(Cc1cnc2ncnn2c1)N1CCc2c([nH]c3ccccc23)C1c1ccccn1 (stereo not given)	-41	-3	-6	1.2	-22	1.4	-2.0	-2	-6
COc1ccc(-n2c(C)cc(C(=O)CN3CCC(C)CC3)c2C)cc1	2	-5	-4	1.1	-9	0.98	2.3	0	-5
Cc1ccc(N2C(=O)C(O)(C(F)(F)F)C3=C2CC(C)(C)CC3=O)cc1C (stereo not given)	13	0	5	0.99	1	0.87	-1.5	1	-1
Cc1ccc(N2C(=O)CC(N3CCN(C4CCc5ccccc5C4)CC3)C2=O)cc1 (stereo not given)	8	1	3	0.95	5	0.92	-3.8	5	-4
Cc1cc(C)nc(Sc2c(C)n[nH]c2C)n1	-8	-2	-1	1.1	-12	1.1	0.8	2	1
Cc1nn(-c2ccccc2)c(N2CCCC2)c1/C=N/NC(=O)c1cc(-c2ccccc2)nc2ccccc12	7	0	0	0.9	10	0.93	1.8	-2	-1
COc1cc(C(=O)NC(=S)Nc2ccc([N+](=O)[O-])cc2C)cc(OC)c1OC	7	-2	-4	0.8	20	0.93	4.9	-2	-9
N#C/C(=C(/O)c1ccc([N+](=O)[O-])cc1)c1nnc2n1CCCCC2	-3	-1	2	1.1	-9	1	1.7	-1	-2
COc1ccc(/C(C)=N/OC/C(O)=C(\C#N)c2nc3ccccc3[nH]2)c(OC)c1	12	-3	-1	0.9	10	0.88	2.1	-8	0
O=C(N[C@@H](Cc1ccccc1)C(=O)O)c1cccs1	-6	-1	1	1	-2	1.1	0.1	-1	-6
CC(C)OCCCNC(=O)Cn1ccc2cc(S(=O)(=O)N3CCCCCC3)ccc21	-12	-3	-4	0.98	2	1.1	-1.6	2	-7
CCOc1ccc(-n2cc(C(=O)Nc3cccc(OC)c3)c3cc(OC)c(OC)cc3c2=O)cc1	16	-4	1	1.2	-17	0.84	0.5	1	-4

# Source: PubChem (Sanford-Burnham Center for Chemical Genomics)
